Screens as filed in PubChem.
M. tuberculosis HTS: M. tuberculosis growth inhibition, HTS (AID 449762); 0.59% of 330,000 active; inhibition, % at 25 µM; hits with a dose series show IC50 in µM; M. tuberculosis H37Rv growth inhibition, 7H9 media; higher % means a stronger effect; in the data active = a potency from the dose series; inconclusive = inhibition above about 70% without an active follow-up result;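 also: bacterial growth assessed after seven days of incubation; strong numbers were not always called active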
inhibitors of VEEV: inhibitors of VEEV TC-83 cytopathic effect, confirmation, Vero cells (AID 588727). one-dose inhibition, % at 20 µM; IC50 in µM for titrated hits. 0.13% of 350,000 active. Vero cells, VEEV TC-83 cytopathic effect inhibition; higher % means a stronger effect; in the data active = a potency from the dose series; inconclusive = inhibition mostly from about 14% at the one dose, without a potency; inactive = the rest, 99 in 100 with inhibition below about 12%; also: strong numbers were not always called active
M. tuberculosis: growth inhibition of non-replicating M. tuberculosis (AID 488890); Mycobacterium tuberculosis non-replicating, growth inhibition; higher % means a stronger effect; inhibition, % at 25 µM, or IC50 in µM where a hit was titrated; 0.39% of 320,000 active; in the data active = a potency from the dose series; inconclusive = inhibition mostly from about 82% at the one dose, without a potency; inactive = the rest, 99 in 100 with inhibition below about 76%;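 also: plate controls were DMSO cells for no effect and high antibiotic wells for full effect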
H1N1 NS1A inhibition: H1N1 influenza NS1A inhibitors, functional cell based assay (AID 504329); inhibition, % at 12.5 µM; hits with a dose series show IC50 in µM; NS1A functional cell-based assay, percent inhibition; higher % means a stronger effect; 0.3% of 340,000 active; in the data active = a potency from the dose series; inconclusive = inhibition above about 27% without an active follow-up result; also: strong numbers were not always called active
Salmonella PhoP GFP: PhoP regulon inhibitors, Salmonella typhi PhoP promoter GFP reporter, confirmatory (AID 1850). 0.33% of 310,000 active. Salmonella Typhi PhoP-promoter GFP reporter, fluorescence, 4 h; higher % means a stronger effect. inhibition, % at 50 µM; hits with a dose series show IC50 in µM; in the data active = a potency from the dose series; inconclusive = inhibition mostly from about 25% at the one dose, without a potency; inactive = the rest, 99 in 100 with inhibition below about 19%;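 also: 0% = induced wells with vehicle and 100% = uninduced wells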
inhibitors of VEEV 10K pilot screen: second read-out of inhibitors of VEEV, no call of its own (marks repeat the call); inhibition, %; measured here: 10K pilot screen inhibition
* hit, by the source's call; i = inactive; ? = inconclusive; nt = no result given.

SMILES	M. tuberculosis HTS	inhibitors of VEEV	M. tuberculosis	H1N1 NS1A inhibition	Salmonella PhoP GFP	others
CC1CC(=O)N(CC(=O)Nc2ccc3c(c2)OCCO3)c2ccccc2S1 (stereo unspecified)	2%	0.2%	10%	10%	-12%	inhibitors of VEEV 10K pilot screen=0.5
CCN1CCN(C(=S)NC(=O)c2cc(OC)c(OC)c(OC)c2)CC1	9%	2.8%	-1%	-9%	nt
CCC(C)(NC(=O)Cc1c[nH]c2ccccc12)C(=O)NC1CCCCC1 (stereo unspecified)	-1%	i	-7%	2%	7%
CN(C(=S)Nc1ccc(Oc2ccccc2)cc1)c1ccc(O)cc1	-5%	0.6%	?	0%	-3%
CC(c1nnnn1C1CCCCC1)N(Cc1ccccc1)Cc1cccnc1 (stereo unspecified)	4%	3.8%	17%	-12%	10%
Cc1cc(OCc2cn3cccnc3n2)ccc1Cl	0%	0.3%	0%	7%	-12%
CC1(C)C2CCC1(C)C(OC(=O)c1ccc(O)cc1)C2 (stereo unspecified)	-5%	4.5%	-5%	-1%	8%
COc1ccc(-c2cc(C(F)(F)F)n3nc(C(=O)N4CCOCC4)c(Cl)c3n2)cc1	4%	1.0%	12%	-7%	2%
Cc1cc([N+](=O)[O-])nn1CC(=O)N1CCCc2ccccc21	0%	1.9%	10%	-5%	-9%
CC1(C)CC(NC(=O)CSc2ccccc2)CC(C)(C)N1	1%	0.8%	-7%	7%	-4%
O=Cc1cn[nH]c1-c1cccc([N+](=O)[O-])c1	10%	1.0%	1%	2%	-2%	inhibitors of VEEV 10K pilot screen=1.4
CN(C)S(=O)(=O)c1ccc(NC(=O)CNc2cc(S(=O)(=O)N3CCCC3)ccc2OCC(F)(F)F)cc1	-14%	0.2%	3%	3%	-22%
O=C(Cn1cnc2c(nnn2Cc2ccccc2F)c1=O)OCc1ccccc1	6%	2.0%	29%	2%	3%
Cc1ccc(N(CC(=O)N2CCn3c2nc2ccccc23)S(=O)(=O)c2c(C)n[nH]c2C)cc1	-17%	0.3%	21%	5%	13%
O=C(COC(=O)CCCN=C1NS(=O)(=O)c2ccccc21)NC(=O)NC1CCCC1	-3%	0.8%	-1%	0%	4%
CC(=O)Nc1ccc(S(=O)(=O)N[C@@H](C)C(=O)OCc2ccc(Cl)cc2)cc1	-1%	1.2%	1%	-10%	-4%
CC(=O)Nc1ccc(N2CCc3c(C)c(C#N)c4nc5ccccc5n4c32)cc1	4%	nt	-12%	nt	2%
O=C(NCCOc1ccccc1)c1ccccc1	-3%	0.4%	13%	-17%	-1%
COc1ccccc1C(=O)NNC(=O)Cc1ccccc1	1%	0.7%	-3%	-3%	-7%
CCCCC1OC23CCCCC2C(C#N)(C(=N)O3)C1(C#N)C#N (stereo unspecified)	-7%	1.8%	-4%	-2%	-8%
CO/N=C(/CS(=O)Cc1ccccc1Cl)c1ccc(Cl)cc1Cl (stereo unspecified)	0%	0.3%	5%	7%	-5%
COc1ccc(S(=O)(=O)/C(C#N)=C/Nc2cccc(OC)c2)cc1	2%	i	-4%	18%	7%
COc1ccccc1N(C)S(=O)(=O)c1ccc(C)c(C(=O)NCc2ccccn2)c1	-6%	7.8%	55%	-8%	nt
CCc1ccc(S(=O)(=O)n2c(C)nc3ccccc32)cc1	8%	0.2%	13%	-7%	0%
O=C(NCc1ccco1)c1cc(-c2cccs2)on1	0%	1.9%	?	3%	1%

(list continues)
SMILES	M. tuberculosis HTS	inhibitors of VEEV	M. tuberculosis	H1N1 NS1A inhibition	Salmonella PhoP GFP	others
Nc1cccc2c1C(=O)N(C(=O)/C=C/c1cccc(Br)c1)C2=O	nt	4.0%	nt	6%	nt
CCOc1ccc(CN(C)C(=O)CNC(=O)c2cc(OC)c(OC)c(OC)c2)cc1	-1%	0.8%	-5%	-3%	-1%
O=C(c1ccc(S(=O)(=O)N2CCCCC2)cc1)N(c1ccccn1)C1CCCCC1	-8%	7.5%	29%	-4%	7%
CCCOc1nc2c(c(=O)n(C)c(=O)n2C)n1CCC	-2%	0.5%	-16%	-4%	-5%
CC(C)CNS(=O)(=O)c1ccc2c(c1)OCCO2	0%	i	-3%	-4%	-17%
COCCCn1c(=O)c2sccc2n(Cc2cccc(C)c2)c1=O	3%	0.9%	14%	-3%	8%
Cc1ccc(S(=O)(=O)N2CCC(C(=O)OCc3ccccc3)CC2)cc1C	22µM*	4.4%	9.8µM*	7%	-2%
COc1ccccc1N1CCN(C(=O)C(=O)c2c[nH]c3ccccc23)CC1	6%	3.9%	17%	-1%	-2%
CCCN(CC(=O)Nc1ccccc1OC)C(=O)c1nc2nc(C)ccn2n1	-7%	1.9%	27%	-6%	nt
Cc1cccc2c1nc(-c1ccccc1)n1nnnc21	4%	i	6%	-1%	2%
NC(=O)N/N=C/c1cccc(OCc2ccc(F)cc2)c1	1%	i	33%	6%	-8%
COc1cccc(NC(=O)c2ccc3c(c2)N(CC(=O)N2CCOCC2)C(=O)C(C)(C)O3)c1	-7%	2.3%	-7%	-2%	-1%
C/C(=N\NC(=O)CNC(=O)c1ccccc1Br)c1ccco1	1%	1.0%	-11%	-8%	2%
CC1(C(=O)NCCN2CCOCC2)C=CCN1C(=O)c1ccccc1 (stereo unspecified)	0%	7.6%	3%	6%	-2%
CCC(=O)Nc1ccc(C2=Nn3c(nnc3C(C)C)SC2)cc1	9%	1.0%	16%	-6%	-6%
CC(C)(C)NCCOCCOc1ccccc1-c1ccccc1	5%	i	5%	0%	-2%
CN1CCN(c2ccc(S(=O)(=O)N3CCOCC3)cc2NC(=O)C2CCCCC2)CC1	nt	0.8%	nt	-1%	nt
O=C(CN1CCN(c2cccc(Cl)c2)CC1)Nc1ccc([N+](=O)[O-])cc1C(=O)Nc1ccccc1F	-2%	8.6%	6%	1%	-6%
O=c1oc2cc(Cl)ccc2n1CSc1nc2ccccc2s1	14%	1.8%	?	-1%	-7%
Cc1nn(-c2ccc(C(=O)O)cc2)c(=O)c2ccccc12	-5%	0.7%	-15%	-1%	-8%
Cc1ccc(N2CC(NC(=O)C(=O)c3c(C)[nH]c4ccccc34)CC2=O)cc1C (stereo unspecified)	-10%	9.4%	7%	2%	6%
O=C(Nc1ccccc1Cl)Nc1cccnc1Cl	1%	1.4%	0%	-11%	-1%
COc1cc2cc(-c3ccc(OC)c(OC)c3C)nc(N)c2cc1OC	10%	25%	26%	nt	1%
O=C(CSc1nnc(C2COc3ccccc3O2)o1)NC1CCCCC1 (stereo unspecified)	51%	0.6%	?	-1%	8%
CC(=O)N(C)c1ccc(NC(=S)NC(=O)/C=C/c2ccco2)cc1	7%	1.7%	17%	1%	-15%

Ordered by number of heavy atoms (low to high): three of the compounds above.
SMILES	M. tuberculosis HTS	inhibitors of VEEV	M. tuberculosis	H1N1 NS1A inhibition	Salmonella PhoP GFP	others
O=C(Nc1ccccc1Cl)Nc1cccnc1Cl	1%	1.4%	0%	-11%	-1%
COc1ccc(S(=O)(=O)/C(C#N)=C/Nc2cccc(OC)c2)cc1	2%	i	-4%	18%	7%
Cc1ccc(S(=O)(=O)N2CCC(C(=O)OCc3ccccc3)CC2)cc1C	22µM*	4.4%	9.8µM*	7%	-2%

(continued)
SMILES	M. tuberculosis HTS	inhibitors of VEEV	M. tuberculosis	H1N1 NS1A inhibition	Salmonella PhoP GFP	others
c1ccc(-c2cn(C[C@H]3CC[C@@H]([C@@H]4CC[C@H](Cn5cc(-c6ccccn6)nn5)O4)O3)nn2)nc1	-4%	i	19%	5.7µM*	-10%
COc1ccc(NC(=O)N(C)C[C@H]2Oc3ccc(NC(=O)NC4CCCCC4)cc3C(=O)N([C@H](C)CO)C[C@@H]2C)cc1	-3%	0.8%	20%	6%	nt
O=C(O)c1ccc(S(=O)(=O)N(Cc2cccs2)CC2CCCO2)cc1 (stereo unspecified)	-10%	1.9%	34%	-2%	3%
CCC(C)N(C(=O)c1csnn1)C(C(=O)NCc1ccc(F)cc1)c1ccccc1F (stereo unspecified)	4%	1.8%	13%	-6%	0%
Cc1ccc(CONC(=O)c2cccc([N+](=O)[O-])c2)cc1	-2%	0.5%	2%	-11%	nt
O=C(CN1C(=O)CCS(=O)(=O)c2ccccc21)Nc1ccc2c(c1)OCCO2	nt	2.4%	nt	-17%	nt
Cc1cccc(-n2nnnc2SCC(=O)NCCN2C(=O)CSC2=O)c1	-6%	0.2%	-3%	-2%	-1%
CCc1nc(OCCN(CC)CC)c2oc3ccccc3c2n1	-6%	i	-6%	0%	-4%
O=C(c1ccc(Cl)cc1)N1CCN(c2ccc(F)cc2)CC1	2%	0.2%	71%	6%	-17%
NNc1ccc2nnc(C(F)(F)C(F)(F)C(F)(F)F)n2n1	-5%	0.1%	-7%	-7%	-3%	inhibitors of VEEV 10K pilot screen=2.1
O=C(COC(=O)c1cc(Br)ccc1O)NNC(=O)c1ccc(Cl)cc1	1%	1.0%	4%	-4%	-1%
CCSc1ccc(-c2nn(-c3ccccc3)cc2/C=C(/C#N)C(=O)NC)cc1	5%	i	0%	-5%	0%	inhibitors of VEEV 10K pilot screen=1.6
COc1cc(/C=C/C(=O)O)ccc1OS(=O)(=O)c1c(C)c(C)cc(C)c1C	0%	2.5%	66%	2%	nt
CCOC(=O)C1CCCN(C(=O)c2cc3cc(F)ccc3[nH]2)C1 (stereo unspecified)	14%	0.2%	28%	1%	-5%
CCCc1cc(=O)[nH]c(SCC(=O)N(Cc2ccccc2)C(C)C)n1	6%	0.4%	9%	3%	-2%
OCCNc1c2ccccc2nc2c(F)c(F)c(F)c(F)c12	-7%	?	?	1%	-11%
O=[N+]([O-])c1ccc(Oc2cccc3cccnc23)c([N+](=O)[O-])c1	46%	3.8%	72%	3%	-1%
O=C(CN1C(=O)NC2(CCCCCCC2)C1=O)NCc1ccc2c(c1)OCO2	-3%	2.2%	-1%	-14%	4%
Cc1ccc(S(=O)(=O)NCc2ccccn2)cc1C	-3%	i	8%	-1%	-3%
Fc1ccc(Cn2nnnc2C(c2ccc(Cl)cc2)N2CC=C(c3ccc(F)cc3)CC2)cc1 (stereo unspecified)	20%	0.4%	76%	0%	-2%	inhibitors of VEEV 10K pilot screen=3.0
Cc1cc(C)c(/C=N/NC(=O)c2nnn(-c3nonc3N)c2CN2CCC(C)CC2)c(C)c1	15%	4.3%	12%	2%	-2%
Cc1ccc(N=N/C(=C\O)C(=O)c2ccncc2)cc1	2%	4.7%	i	8%	10%
CCNc1nc(OC)nc(SCC(N)=O)n1	-3%	0.6%	-21%	5%	16%
CS(=O)(=O)c1ccc(Cl)c(NC(=O)CCCSc2ccccc2)c1	9%	3.0%	10%	-3%	17%
COc1ccc(C2=NN(c3ccccc3)C(c3ccc(OC)c(OC)c3)C2)cc1 (stereo unspecified)	15%	1.9%	20%	-11%	-8%
CCOC(=O)Cc1cc(=O)n(-c2nc3ccccc3s2)[nH]1	-6%	1.2%	-5%	25%	6%
Cn1c(=O)c2nc(-c3ccccc3)oc2c2ccccc21	23%	6.3%	34%	-15%	-5%
CSCCC(NC(=O)c1cc(S(=O)(=O)N2CCOCC2)ccc1C)c1nc2ccccc2[nH]1 (stereo unspecified)	nt	2.4%	nt	-18%	nt

Compounds shown so far containing fluorine (11):
SMILES	M. tuberculosis HTS	inhibitors of VEEV	M. tuberculosis	H1N1 NS1A inhibition	Salmonella PhoP GFP	others
COc1ccc(-c2cc(C(F)(F)F)n3nc(C(=O)N4CCOCC4)c(Cl)c3n2)cc1	4%	1.0%	12%	-7%	2%
CN(C)S(=O)(=O)c1ccc(NC(=O)CNc2cc(S(=O)(=O)N3CCCC3)ccc2OCC(F)(F)F)cc1	-14%	0.2%	3%	3%	-22%
O=C(Cn1cnc2c(nnn2Cc2ccccc2F)c1=O)OCc1ccccc1	6%	2.0%	29%	2%	3%
NC(=O)N/N=C/c1cccc(OCc2ccc(F)cc2)c1	1%	i	33%	6%	-8%
O=C(CN1CCN(c2cccc(Cl)c2)CC1)Nc1ccc([N+](=O)[O-])cc1C(=O)Nc1ccccc1F	-2%	8.6%	6%	1%	-6%
CCC(C)N(C(=O)c1csnn1)C(C(=O)NCc1ccc(F)cc1)c1ccccc1F (stereo unspecified)	4%	1.8%	13%	-6%	0%
O=C(c1ccc(Cl)cc1)N1CCN(c2ccc(F)cc2)CC1	2%	0.2%	71%	6%	-17%
NNc1ccc2nnc(C(F)(F)C(F)(F)C(F)(F)F)n2n1	-5%	0.1%	-7%	-7%	-3%	inhibitors of VEEV 10K pilot screen=2.1
CCOC(=O)C1CCCN(C(=O)c2cc3cc(F)ccc3[nH]2)C1 (stereo unspecified)	14%	0.2%	28%	1%	-5%
OCCNc1c2ccccc2nc2c(F)c(F)c(F)c(F)c12	-7%	?	?	1%	-11%
Fc1ccc(Cn2nnnc2C(c2ccc(Cl)cc2)N2CC=C(c3ccc(F)cc3)CC2)cc1 (stereo unspecified)	20%	0.4%	76%	0%	-2%	inhibitors of VEEV 10K pilot screen=3.0
